HCV inhibitor – blocks hepatitis C virus; AID 651820; hit rate 3.4% among 340,000; Huh7.5.1 HCVcc-Cre infection, luciferase reporter, 44 h; Potency, µM (titrated, usually from 41.8 µM), without a hit: top-dose activity change, negative = inhibition, most hits filed as inhibitors; note: potency is the fitted concentration of half-maximal effect; % is set by controls: 0 for no effect and ±100 for the full control effect
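Compounds are dispensed onto cells plated 4 h earlier at 1,000 per well, with HCVcc-Cre virus (about 0.5 moi) added next. Following 44 h of culture, luminescent signal is measured for 15 sec after 15 min with substrate at room temperature.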
Giardia FBPA inh – Giardia lamblia aldolase inhibition; hit rate 0.71% among 290,000; Potency, µM (top dose mostly 59.6 µM), inactives show top-dose activity, negative = inhibition, hits mostly inhibitors; A8B2U2; purified Giardia FBPA; note: potency is the fitted concentration of half-maximal effect; % is set by controls: 0 for no effect and ±100 for the full control effect; nearly all actives have a fitted effect of over 55% in size
Target sequence (A8B2U2 whole entry, looked up): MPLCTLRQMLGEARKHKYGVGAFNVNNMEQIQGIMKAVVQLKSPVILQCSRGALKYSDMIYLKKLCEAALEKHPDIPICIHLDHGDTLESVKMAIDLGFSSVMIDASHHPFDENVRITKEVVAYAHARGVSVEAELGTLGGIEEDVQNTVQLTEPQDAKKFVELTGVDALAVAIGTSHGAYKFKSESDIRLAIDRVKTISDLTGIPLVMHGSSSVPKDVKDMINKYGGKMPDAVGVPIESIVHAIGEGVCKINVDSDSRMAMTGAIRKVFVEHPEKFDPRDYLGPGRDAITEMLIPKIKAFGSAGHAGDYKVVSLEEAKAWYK
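Giardia FBPA (40 nM reagent) was preincubated 10 min at RT with compound (up to 57.5 uM final), then substrate plus GAPDH/TPI/NAD/arsenate coupling system with diaphorase/resazurin was added; resorufin fluorescence (525/598 nm) was read after 20 min.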
CHX counter – affects cycloheximide protein synthesis inhibition readout, counter-screen | cell reporter, cycloheximide protein synthesis inhibition counterscreen | max response, % | hit rate 12% among 300,000 | AID 2314; in the data active = max response mostly above about 13%, no sharp cut-off; inactive = mostly below about 14%; note: read at 38.3 µM for the half of the compounds with a filed dose; 0% is about no effect
Pf growth 48h – inhibits P. falciparum growth in the first generation, 48 h | hit rate 5.9% among 310,000 | P. falciparum luciferase growth in erythrocytes, 48 h | Potency, µM (highest dose often 28.7 µM), inactives show at the top dose activity change, negative = inhibition, actives largely listed as inhibitors | AID 504832; note: potency is the fitted concentration of half-maximal effect; % is set by controls: 0 for no effect and ±100 for the full control effect
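Luminescence readout; reporter = integrated firefly luciferase in P. falciparum. RBC culture at 2% hematocrit, 0.1% parasitemia final, 37 C/5% CO2; decreased signal taken as growth inhibition.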
Pf growth 96h – P. falciparum growth inhibition at 96 hours. P. falciparum luciferase reporter growth, 96 h. Potency, µM (top dose mostly 28.7 µM), without a hit: at the top dose activity change, negative = inhibition, usual class: inhibitors. hit rate 6.9% among 320,000; note: potency is the fitted concentration of half-maximal effect; % is set by controls: 0 for no effect and ±100 for the full control effect
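Two-generation exposure (96 h) targets delayed-death phenotype. Reporter parasites carrying integrated firefly luciferase, in red cells at 2% hematocrit and 0.05% parasitemia final, kept at 37 C, 5% CO2; luminescence loss indicates inhibition.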
Shiga toxin inh – blocks Shiga toxin action in Vero cells. inhibition, % at 38.7 µM. hit rate 9.2% among 290,000. Vero cells, Shiga toxin protein synthesis inhibition reporter. AID 2315; in the data active = inhibition mostly above about 28%, no sharp cut-off; inactive = mostly below about 43%; note: 0% is about no effect
* marks the source's active call; other numbers are inactive results; ? = inconclusive; . = no result given; + = active, no number; [ ] = dose if it differs, or a comment. Unless noted, calls come from the whole dose curve; as a rule, active = well fitted curve in the direction sought with a large enough effect; inconclusive = small, poorly fitted or top-dose-only effect, or another doubt; inactive = no such curve, though single readings can be large; an effect the other way counts as inactive or inconclusive.

Under each structure – HCV inhibitor	Pf growth 48h	Giardia FBPA inh	Pf growth 96h	Shiga toxin inh	CHX counter
> Oc1ccccc1-c1cc(-c2ccc(Cl)cc2)n[nH]1
 : ?	17.8%[0.00184 µM]	14.0%	-48.6%	151.3*	29.0*
> Cc1nnc(SCC(C)C)[nH]c1=O
 : 4.9%	-11.7%	-9.7%	?	5.1	7.4
> Nc1ccc(C(CC(=O)O)n2cccc2)cc1 (stereo unspecified)
 : 0.4%	10.0%	6.5%	2.1%	2.4	5.2
> Cc1ccc2c(c1)c1c3n2CCN(C(=O)C2CC2)C3CCC1 (stereo unspecified)
 : -14.1%	.	?	?	27.8	6.8
> CC(=O)c1cccc(OCc2cc(C(=O)NCCC3=CCCCC3)no2)c1
 : ?	17.0%	.	-1.9%	101.1*	42.2*
> Cc1[nH]ncc1-c1nc2ccccc2[nH]1
 : -6.3%	-11.9%	6.7%	-18.3%	20.1	0.6
> Cc1nc(C)c(C(=O)NNS(=O)(=O)c2ccc([N+](=O)[O-])cc2)s1
 : -1.0%	11.9%	-5.5%	27.5%	-6.8	-2.0
> N/C(=N\c1nc(CSc2nc3ccccc3s2)cc(=O)[nH]1)Nc1ccc(F)cc1
 : -26.0%	?	7.7%	?	47.3	10.7
> CCOc1ccccc1-n1nnnc1SCC(=O)NCC1(N2CCOCC2)CCCCC1
 : ?	?	.	?	.	.
> CCn1c(C)nnc1SCC(=O)Nc1ccc2c(c1)OCCO2
 : 8.3%	52.2%[activator]	.	7.9%	25.7	12.6*
> Cc1ccccc1OCCN(C#N)c1nc(N(C)C)nc(N(C)C)n1
 : -35.4%	11.7µM*	-5.8%	26.1%	9.0	0.7
> COC(=O)c1ccc(NC(=O)COc2cccc3c2OC(C)(C)C3)cc1
 : ?	-5.2%	.	0.9%	.	.
> C[C@@H]1CCC[C@]2(C)CCCC[C@@]12O
 : .	.	3.7%	.	-5.1	-2.9
> O=C(CSc1nnc(Cn2cnc3ccccc32)o1)c1ccccc1
 : ?	-6.8%	-5.9%	?	14.5	8.4
> CC1(C)CC(=O)C=C(c2ccc(F)nc2)C1
 : 7.0%	27.3%	.	0.8%	.	.

Whole records as entered above. Order of screens: HCV inhibitor, Pf growth 48h, Giardia FBPA inh, Pf growth 96h, Shiga toxin inh, CHX counter
Cc1nc(C)c(C(=O)NNS(=O)(=O)c2ccc([N+](=O)[O-])cc2)s1 across the screens: -1.0%, 11.9%, -5.5%, 27.5%, -6.8, -2.0
Nc1ccc(C(CC(=O)O)n2cccc2)cc1 (stereo unspecified) across the screens: 0.4%, 10.0%, 6.5%, 2.1%, 2.4, 5.2
CC1(C)CC(=O)C=C(c2ccc(F)nc2)C1 across the screens: 7.0%, 27.3%, ., 0.8%, ., .
CCn1c(C)nnc1SCC(=O)Nc1ccc2c(c1)OCCO2 across the screens: 8.3%, 52.2%[activator], ., 7.9%, 25.7, 12.6*
O=C(CSc1nnc(Cn2cnc3ccccc32)o1)c1ccccc1 across the screens: ?, -6.8%, -5.9%, ?, 14.5, 8.4

Next results follow.
Under each structure – HCV inhibitor	Pf growth 48h	Giardia FBPA inh	Pf growth 96h	Shiga toxin inh	CHX counter
> COc1ccc(N2CCN(C(=S)Nc3cc(C)cc(C)c3)CC2)cc1
 : 7.7%	4.7%	10.7%	41.3%[activator]	-7.9	2.1
> CCc1cc(=O)oc2cc(C)cc(OC(C)C(=O)NCc3cccnc3)c12 (stereo unspecified)
 : -13.5%	?	2.8%	?	3.1	-2.0
> Cc1ccc(Cc2cnc(NC(=O)c3cccs3)s2)cc1
 : ?	107.3%[activator]	.	-58.0%	192.5*	45.6*
> COc1ccc(C2=NO[C@@H]3C(=O)N(c4ccc(C)cc4C)C(=O)[C@H]23)cc1OC
 : 0.0%	-5.9%	10.6%	12.9%[5.75 µM]	9.0	-3.1
> CC(CN1CCCC1)OC(=O)c1ccccc1Cl (stereo unspecified)
 : 2.4%	5.4%	?	?	-11.9	3.4
> Nc1nc2n(n1)C(c1ccco1)CC(c1ccc(F)cc1)N2 (stereo unspecified)
 : 23.5%	.	1.5%	-0.6%	-10.9	-3.8
> S=C(NCCCN1CCOCC1)N1CCN(c2cccc(Cl)c2)CC1
 : ?	-28.4%	-8.1%	?	-10.6	-3.7
> O=C(Cn1cccc1C(=O)c1ccccc1)NCc1ccccc1Cl
 : -26.4%	21.3%	.	8.9%	75.0*	37.6*
> Cc1ccc(S(=O)(=O)Nc2ccc(C(N)=O)cc2)cc1[N+](=O)[O-]
 : 14.3%	-7.3%	9.5%	?	-21.5	-1.0
> O=C(Nc1ccc(F)cc1F)C1CCCN1S(=O)(=O)c1cccc2nsnc12 (stereo unspecified)
 : 3.3%	6.6%	.	-16.0%	-2.4	-2.9
> CC(=O)c1cccc(N=Nc2c(-c3ccccc3)[nH]n(-c3ccccc3)c2=O)c1
 : -26.1%	?	-17.4%	?	-3.7	-4.7
> CCN(CC)CCCn1c2c(c(SCC(=O)N3CCc4ccccc43)nc1=O)CCC2
 : ?	?	.	-24.2%	.	.
> COc1cccc(NC(=O)CSc2nc3scc(C)c3c(=O)[nH]2)c1
 : 13.4%	11.6%	.	8.1%	-5.4	-5.0
> CC(OC(=O)CCN=C1NS(=O)(=O)c2ccccc21)C(=O)N(C)c1ccccc1 (stereo unspecified)
 : 7.0%	?	.	4.3%	.	.
> O=C(NNS(=O)(=O)c1ccc(Cl)cc1)c1cnn(-c2ccccc2)c1-n1cccc1
 : 23.9%	12.4%	3.5%	-1.9%	-10.5	-2.4
> CC1(C)N2CC3([N+](=O)[O-])CN1CC([N+](=O)[O-])(C2)C3
 : 21.3%	43.3%[activator]	3.0%	59.4%[activator]	17.5	-1.0
> O=C1CCC(c2ccc3c(c2)CCC3)=NN1
 : ?	44.7%[activator]	8.8%	21.2%	26.0	-4.0
> Cc1ccsc1/C=C(\C(=O)c1ccc(OC(C)C)cc1)c1nc2ccccc2o1
 : ?	?	5.5%	?	+	122.1*
> FC(F)(F)c1cccc(NC(=S)NCC2COc3ccccc3O2)c1 (stereo unspecified)
 : ?	5.0%	-0.6%	17.9%	-3.0	-1.8
> CCCCn1nnnc1SCC(=O)c1ccccc1F
 : -12.7%	?	-0.4%	0.8%	-22.5	0.5
> O=C(CCc1ccccc1)Nc1ccc(NC(=O)C2CCCCC2)nc1
 : -14.0%	5.6%	0.1%	-0.3%	-9.5	-3.1
> Oc1c(Br)cc(Br)cc1/C=N/NC(=S)N[C@H]1CC2C=CC1C2 (stereo partly specified)
 : -4.3%	?	?	?	7.0	9.8
> COc1ccc(NC(=O)c2ccccc2[N+](=O)[O-])cc1OC
 : 12.8%	10.6%	2.1%	61.8%[activator]	9.2	3.5
> CCOc1ccc(NS(=O)(=O)c2cc(Cl)ccc2OC)cc1
 : -13.3%	?	-9.8%	28.2%	4.8	6.3
> O=C(N/N=C1\CCCc2oc(C(=O)O)cc21)c1ccccc1
 : 9.3%	32.4%[activator]	-21.0%	-15.1%	74.2*	43.6*
> CN(C)CCNC(=O)Nc1cccc(Cl)c1Cl
 : ?	9.4%	-1.1%	60.2%[activator]	13.7	-1.8
> CC(=O)NCCn1c(SCC(=O)c2ccc(Cl)cc2)nc2ccccc2c1=O
 : 8.8%	-12.0%	3.2%	?	-14.7	-0.7
> CSc1nc2sc3c(c2c2nncn12)CCC3
 : ?	9.7%	3.6%	0.0%	-7.6	-1.1
> O=P(O)(CP(=O)(c1ccccc1)c1ccccc1)c1ccccc1
 : 7.7%	21.1%	15.0%	-1.9%	-5.5	0.6
> Cc1ccc(NC(=S)N(CCCN2CCOCC2)Cc2ccco2)cc1
 : 3.7%	1.8%	?	11.7µM*	-8.4	1.4

Among those listed so far, these have a COOH group.
Under each structure – HCV inhibitor	Pf growth 48h	Giardia FBPA inh	Pf growth 96h	Shiga toxin inh	CHX counter
> Nc1ccc(C(CC(=O)O)n2cccc2)cc1 (stereo unspecified)
 : 0.4%	10.0%	6.5%	2.1%	2.4	5.2
> O=C(N/N=C1\CCCc2oc(C(=O)O)cc21)c1ccccc1
 : 9.3%	32.4%[activator]	-21.0%	-15.1%	74.2*	43.6*

Next part:
Under each structure – HCV inhibitor	Pf growth 48h	Giardia FBPA inh	Pf growth 96h	Shiga toxin inh	CHX counter
> COc1cc(C2c3c(-c4cc(Cl)c(C)cc4O)n[nH]c3C(=O)N2Cc2cccnc2)ccc1O (stereo unspecified)
 : -12.1%	8.28µM*	-13.6%	.	-9.6	1.9
> O=Cc1c(SCCO)nc2ccccn2c1=O
 : 7.9%	3.8%	-5.3%	9.2%	6.8	-0.5
> O=C(CCN1CCN(c2ccccc2)CC1)c1ccc(Br)cc1
 : 10.6%	-6.4%[0.00184 µM]	5.9%	2.0%	-18.1	0.7
> COc1ccc(-n2ccn(CC(=O)Nc3ccccc3OC)c(=O)c2=O)cc1
 : 12.2%	16.9%	5.6%	53.6%[activator]	7.7	-6.3
> C=CCc1cccc2cc(C(=O)NNC(=O)CC#N)c(=O)oc12
 : 14.1%	15.3%	-7.7%	31.1%[activator]	-8.3	-1.9
> CCC(C)NC(=O)CN(c1cc(C)ccc1OC)S(C)(=O)=O (stereo unspecified)
 : 15.8%	2.6%	5.0%	?	-8.7	-1.6
> O=C(NCCNc1ccccc1[N+](=O)[O-])c1cc(F)c(F)cc1Cl
 : 9.8%	35.7%[activator]	3.2%	30.1%[activator]	153.9*	50.0*
> CC(=O)c1c(C)n(CCO)c2ccc(O)cc12
 : 7.2%	10.6%	-8.2%	.	-2.3	-2.3
> O=C(COC(=O)[C@@H]1CC(O)CN1S(=O)(=O)c1ccccc1[N+](=O)[O-])Nc1ccc2ccccc2c1 (stereo partly specified)
 : 7.1%	33.2%[activator]	1.4%	59.5%[activator]	26.1	14.3
> CN1CCc2nc3sc(C(=O)NCc4ccccc4)c(N)c3cc2C1
 : -25.4%	0.0%	-19.3%	-1.9%[5.75 µM]	2.0	-9.1
> C/C(CC(=O)Nc1ccc2c(c1)OCCO2)=N\NC(=O)COc1ccc(Cl)c(C)c1
 : 15.2%	28.1%	-6.7%	17.1%	-2.6	10.5
> Cc1c(C)c2ccc(OCC(=O)NC(Cc3c[nH]c4ccc(O)cc34)C(=O)O)c(C)c2oc1=O (stereo unspecified)
 : 9.7%	38.9%[activator]	18.7%	56.0%[activator]	16.0	-2.3
> Cc1cc(NC(=O)COC(=O)C2CC(=O)N(c3cccc(Cl)c3)C2)no1 (stereo unspecified)
 : 0.8%	-0.9%	14.3%	50.2%[activator]	-7.3	0.7
> COc1cccc(N2C(=O)Nc3ccc(Br)cc3C2(O)C(=O)NCCCOC(C)C)c1 (stereo unspecified)
 : 0.3%	2.0%	0.3%	?	-5.3	-6.4
> Cc1c(NS(=O)(=O)c2cccs2)cccc1-c1nc2cccnc2s1
 : ?	6.2%	16.0%	0.0%	22.3	23.9*
> COC(=O)C1=C(c2ccc(F)cc2F)C[C@@H]2CC[C@H]1N2C(=O)N1CCCCC1
 : 2.0%	?	.	-6.7%	.	.
> C=CCNC(=S)N1CCC(C(=O)c2ccc(C)cc2)CC1
 : -24.3%	6.2%[0.00184 µM]	?	16.0%	5.6	-2.7
> CNc1nc(N)c([N+](=O)[O-])c(Nc2cccc(Cl)c2)n1
 : 8.91µM*	-19.7%	1.2%	-23.8%	8.7	-1.7
> Cc1nc(CNS(=O)(=O)c2cccc(F)c2)cs1
 : 21.9%	?	0.3%	?	2.2	2.7
> CC1=CC(C)[C@H](/C=N/n2c(=O)[nH]c3c([nH]c4ccc(C)cc43)c2=O)C(C)C1 (stereo partly specified)
 : -10.2%	?	-4.9%	?	-3.1	-6.8
